From PubChem
FadD28 binding: M. tuberculosis FadD28 bisubstrate binding inhibition. inhibition, % at 12.5 µM. 0.22% of 360,000 active. FadD28 bisubstrate probe binding, fluorescence polarization; in the data active = inhibition above about 8.5%, passing the limit was not always enough
BioA inh: blocks M. tuberculosis BioA enzyme activity; purified M. tuberculosis BioA enzyme, plate reader; inhibition, % at 9.99 µM; 0.096% of 360,000 active; in the data active = inhibition above about 40%
MazEF act: increases E. coli MazEF RNase cleavage of RNA | activation, % at 20 µM | 0.32% of 350,000 active | P0AE70 | FAM/BHQ RNA-DNA oligo cleavage fluorescence, 5 h; in the data active = activation above about 50%
Target sequence (P0AE70 whole entry, looked up): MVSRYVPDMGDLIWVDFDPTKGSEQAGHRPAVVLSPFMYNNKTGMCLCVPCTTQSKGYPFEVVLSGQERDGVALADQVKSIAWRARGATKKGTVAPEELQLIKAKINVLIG
GDH-TPI counter: counter-screen for M. tuberculosis FBA inhibitors: GDH-TPI coupled enzymes; GDH-TPI coupled enzyme counterscreen, NADH absorbance; inhibition, % at 4.8 µM; 1.2% of 360,000 active; AID 588335; in the data active = inhibition above about 30%;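 note: 0% = DMSO wells and 100% = wells lacking the enzyme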
PrPC surface inh: reduces human prion protein on the cell surface. cell surface PrPC, TR-FRET read-out. P04156. inhibition, % at 13.8 µM. 0.43% of 370,000 active; in the data active = inhibition above about 24%; note: 0% = median of the test wells and 100% = reference compound wells
BoNT F protease: BoNT F light chain protease inhibition; Multiplex microsphere protease cleavage assay, flow cytometry; inhibition, % at 10 µM; 0.22% of 360,000 active; AID 588497; in the data active = inhibition above about 35%, passing the limit was not always enough; note: plate controls were buffer without enzyme for full effect and enzyme alone for no effect
Rv3671c protease: inhibits the M. tuberculosis serine protease Rv3671c; P9WHR9; inhibition, % at 5.96 µM; 0.048% of 320,000 active; AID 2606; in the data active = inhibition above about 38%;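 note: extracellular domain of Rv3671c used as enzyme; 0% = enzyme with DMSO and 100% = no enzyme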
Target sequence (P9WHR9 whole entry, looked up, the tested form may be a part): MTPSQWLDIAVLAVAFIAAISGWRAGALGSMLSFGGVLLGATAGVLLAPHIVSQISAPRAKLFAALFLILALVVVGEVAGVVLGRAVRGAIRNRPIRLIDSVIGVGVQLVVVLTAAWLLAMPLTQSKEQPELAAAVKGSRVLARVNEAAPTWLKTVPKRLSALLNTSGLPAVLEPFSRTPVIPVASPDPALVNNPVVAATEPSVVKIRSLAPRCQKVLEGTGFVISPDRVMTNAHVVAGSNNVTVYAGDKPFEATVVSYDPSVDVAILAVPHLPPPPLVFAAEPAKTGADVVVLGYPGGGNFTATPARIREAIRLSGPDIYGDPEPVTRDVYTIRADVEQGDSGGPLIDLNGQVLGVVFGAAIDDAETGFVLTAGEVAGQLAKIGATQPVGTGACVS
FBA Mtb inh: Mtb fructose-bisphosphate aldolase inhibition. 2.3% of 360,000 active. purified M. tuberculosis FBA, fluorescence read-out. inhibition, % at 1 µM. P9WQA3; in the data active = inhibition above about 27%;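 note: 0% = vehicle and 100% = reference inhibitor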
Target sequence (P9WQA3 whole entry, looked up): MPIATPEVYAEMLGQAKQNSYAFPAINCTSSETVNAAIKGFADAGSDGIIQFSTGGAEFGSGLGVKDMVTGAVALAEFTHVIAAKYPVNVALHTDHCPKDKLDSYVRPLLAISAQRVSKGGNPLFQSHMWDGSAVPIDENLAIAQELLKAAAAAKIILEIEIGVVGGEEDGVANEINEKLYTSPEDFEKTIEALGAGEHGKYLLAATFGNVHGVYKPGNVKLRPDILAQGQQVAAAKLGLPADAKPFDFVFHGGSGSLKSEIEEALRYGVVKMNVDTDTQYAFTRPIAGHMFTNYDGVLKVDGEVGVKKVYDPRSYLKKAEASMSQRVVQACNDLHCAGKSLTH
UGM FP inh: inhibitors of M. tuberculosis UDP-galactopyranose mutase; inhibition, % at 10 µM; 0.06% of 320,000 active; P9WIQ1; purified UGM, fluorescence polarization probe displacement; AID 504406; in the data active = inhibition above about 10%, passing the limit was not always enough
Active calls of the source: *. An unsorted share of the library (roughly 4.8% active in at least one column).

`COc1ccc(NC(=S)Nc2ccc3cn[nH]c3c2)cc1` gave FadD28 binding -0.7, MazEF act -6, GDH-TPI counter 2, PrPC surface inh 5, BoNT F protease -10, Rv3671c protease -1, FBA Mtb inh 8 and UGM FP inh 0.1.
O=C(COc1ccc(-c2nnco2)cc1)NCc1ccccc1Cl was read as FadD28 binding 1.1, MazEF act 0, GDH-TPI counter 4, PrPC surface inh 5, BoNT F protease 2, Rv3671c protease 1, FBA Mtb inh 3 and UGM FP inh 2.1.
Screening CC1=Nc2cc(C(=O)N3CCCC3)ccc2Sc2c(C)ccc(C)c21 returned FadD28 binding 1.8, BioA inh -0.8, MazEF act -8, GDH-TPI counter -2, PrPC surface inh -3, BoNT F protease 11, Rv3671c protease -8, FBA Mtb inh 4 and UGM FP inh -1.2.
For COc1ccc(NC(=S)N(CCN2CCOCC2)Cc2ccccc2F)cc1 the results were FadD28 binding 0.5, MazEF act 4, GDH-TPI counter 5, PrPC surface inh 1, BoNT F protease -5, Rv3671c protease -9, FBA Mtb inh 3 and UGM FP inh -0.5.
`O=[N+]([O-])c1cccc(-c2noc(-c3cccs3)n2)c1` gave FadD28 binding 0.4, MazEF act -4, GDH-TPI counter 15, PrPC surface inh 2, BoNT F protease 1, Rv3671c protease 0, FBA Mtb inh 1 and UGM FP inh 1.3.
`COc1ccc(Cc2nc3ccc(C(=O)N(C)CCO)cc3o2)cc1` gave FadD28 binding -1.8, BioA inh -0.6, MazEF act 6, GDH-TPI counter -9, PrPC surface inh 2, BoNT F protease -1, Rv3671c protease 4, FBA Mtb inh -2 and UGM FP inh 1.3.
`CC(=O)c1cccc(NC(=O)CSc2nc(=O)n(CCN3CCOCC3)c3c2CCC3)c1` gave FadD28 binding -0.2, BioA inh 9.6, MazEF act 5, GDH-TPI counter 2, PrPC surface inh 4, BoNT F protease -4, Rv3671c protease 0, FBA Mtb inh 3 and UGM FP inh 0.1.
CCOc1cc(/C=N/NC(=O)c2ccccn2)ccc1OC(=O)c1ccc(F)cc1 was read as FadD28 binding -6.9, BioA inh -2.0, MazEF act -2, GDH-TPI counter 12, PrPC surface inh 1, BoNT F protease -3, Rv3671c protease -5, FBA Mtb inh -2 and UGM FP inh 0.4.
`O=C(CSc1nnc(-c2ccc(F)cc2)c2ccccc12)Nc1cccc(Cl)c1` gave FadD28 binding -3.2, MazEF act 6, GDH-TPI counter 11, PrPC surface inh -3, BoNT F protease -10, Rv3671c protease -35, FBA Mtb inh -2 and UGM FP inh -1.0.
`COc1cccc(NC(=S)N/N=C2/CCCCc3ccccc32)c1` gave FadD28 binding -1.6, BioA inh -0.2, MazEF act -6, GDH-TPI counter 7, PrPC surface inh 5, BoNT F protease -2 and FBA Mtb inh 1.
COc1ccc(C(=O)NCCOc2ccccc2Cl)c(OC)c1OC was read as FadD28 binding -1.8, BioA inh 0.9, MazEF act -22, GDH-TPI counter 2, PrPC surface inh -10, BoNT F protease -8, Rv3671c protease -7, FBA Mtb inh 0 and UGM FP inh 1.8.
`O=C(NCCCN1CCN(CCCNC(=O)c2cccc([N+](=O)[O-])c2)CC1)c1cccc([N+](=O)[O-])c1` gave FadD28 binding -3.7, MazEF act 0, GDH-TPI counter 3, PrPC surface inh -38, BoNT F protease -6, Rv3671c protease 3, FBA Mtb inh -2 and UGM FP inh 1.6.
`CC(=O)Nc1ccc2nc(NC(=O)CCc3ccccc3)sc2c1` gave FadD28 binding 3.6, MazEF act 7, GDH-TPI counter -3, PrPC surface inh 0, BoNT F protease -3, Rv3671c protease -9, FBA Mtb inh 2 and UGM FP inh -2.5.
`CCn1cc(C(=O)O)c(=O)c2cc(F)c(N3CCN(C(=S)NC(=O)c4cc(OC)cc(OC)c4)CC3)cc21` gave FadD28 binding -0.2, BioA inh -0.4, MazEF act -25, GDH-TPI counter 1, PrPC surface inh 3, BoNT F protease -2, Rv3671c protease -2, FBA Mtb inh 7 and UGM FP inh -1.2.
For CCOc1ccccc1N1CCN(C(=O)c2ccccc2SCC(=O)N2CCCC2)CC1 the results were FadD28 binding -0.6, BioA inh 0.1, MazEF act -3, GDH-TPI counter 1, PrPC surface inh -3, BoNT F protease -2, Rv3671c protease -1, FBA Mtb inh 1 and UGM FP inh 3.5.
`Cc1nn(-c2c(Cl)cc(Cl)cc2Cl)c(=O)c2ccccc12` gave FadD28 binding -2.1, MazEF act 3, GDH-TPI counter 1, PrPC surface inh -3, BoNT F protease 0, Rv3671c protease -2, FBA Mtb inh 2 and UGM FP inh 0.0.
CCOc1ccc(-c2ccc(SCC(=O)NCC3CCCO3)nn2)cc1 (stereo unspecified) was read as FadD28 binding 0.6, MazEF act 1, GDH-TPI counter -1, PrPC surface inh 7, BoNT F protease -4, Rv3671c protease 14, FBA Mtb inh 0 and UGM FP inh -3.0.
`Cc1cc(O)c(C(C)C)cc1NC(=O)Nc1cc(Cl)ccc1Cl` gave FadD28 binding -0.8, BioA inh -0.9, MazEF act 2, GDH-TPI counter 0, PrPC surface inh 11, BoNT F protease 4 and FBA Mtb inh -1.
Screening Cc1ccc2c(n1)sc1c(-c3ccc(Br)cc3)c(C#N)c(N)nc12 returned FadD28 binding -2.5, BioA inh -0.8, MazEF act -3, GDH-TPI counter 17, PrPC surface inh -4, BoNT F protease 16, Rv3671c protease -6, FBA Mtb inh 18 and UGM FP inh -8.1.
`O=C(O)c1ccn[nH]1` gave FadD28 binding -0.2, BioA inh -1.4, MazEF act 4, GDH-TPI counter 3, BoNT F protease -1, Rv3671c protease -8, FBA Mtb inh 2 and UGM FP inh 1.0.
For CCOC(=O)CCc1c(C)c2c(C)nn(-c3ccccc3)c2[nH]c1=O the results were FadD28 binding -0.9, BioA inh -1.3, MazEF act 2, GDH-TPI counter 2, PrPC surface inh 5, BoNT F protease -7, Rv3671c protease -2, FBA Mtb inh 9 and UGM FP inh -0.9.
Screening CCOC(=O)c1nn(-c2ccc(F)cc2)c2c1CC/C2=C/c1ccccc1 returned FadD28 binding -3.1, MazEF act 2, GDH-TPI counter 2, PrPC surface inh 2, BoNT F protease -1, Rv3671c protease 5, FBA Mtb inh 5 and UGM FP inh -3.7.
CSc1ncccc1C(=O)Nc1nc(C(C)(C)C)cs1 was read as FadD28 binding -0.3, BioA inh -1.2, MazEF act 4, GDH-TPI counter 11, PrPC surface inh 27*, BoNT F protease -2, Rv3671c protease -10, FBA Mtb inh 0 and UGM FP inh 0.2.
`O=[N+]([O-])c1ccc(Cc2nnc(-c3ccccc3Cl)o2)cc1` gave FadD28 binding -0.3, MazEF act -9, GDH-TPI counter -4, PrPC surface inh -4, BoNT F protease -12, Rv3671c protease 9, FBA Mtb inh 1 and UGM FP inh -1.3.
For O=C(O)CN(c1ccc(F)cc1)S(=O)(=O)c1ccc2c(c1)OCCO2 the results were FadD28 binding -1.6, BioA inh -0.9, MazEF act 2, GDH-TPI counter 7, PrPC surface inh 2, BoNT F protease -10, Rv3671c protease -11, FBA Mtb inh 1 and UGM FP inh 2.4.
For Cc1ccc(NC(=O)C(c2ccccc2)C2CCCC2)cc1 (stereo unspecified) the results were FadD28 binding -2.0, BioA inh -1.6, MazEF act -1, GDH-TPI counter 3, PrPC surface inh 4, BoNT F protease -4 and FBA Mtb inh -2.
`CSCCC(NC(=O)c1ccccc1)C(=O)NNC(=O)c1csc(N2CCOCC2)n1` (stereo unspecified) gave FadD28 binding -0.6, BioA inh -1.9, MazEF act 6, GDH-TPI counter 6, PrPC surface inh -12, BoNT F protease 3, Rv3671c protease 6, FBA Mtb inh 4 and UGM FP inh -2.7.
Nc1nc(SCc2ccccc2)sc1C(=O)N1CCCCC1 was read as FadD28 binding -1.4, BioA inh -0.4, MazEF act -6, GDH-TPI counter 22, PrPC surface inh -4, BoNT F protease -6 and FBA Mtb inh -2.
CC(=O)OCC1=C(C(=O)O)N2C(=O)C(NC(=O)C(C)Cn3cc(Cl)cn3)C2SC1 (stereo unspecified) was read as FadD28 binding -1.1, MazEF act -19, GDH-TPI counter 4, PrPC surface inh -4, BoNT F protease 2, Rv3671c protease 1, FBA Mtb inh 4 and UGM FP inh -7.6.
Screening CCN(CC)CCCNC(=O)c1ccc2c(=O)n(Cc3ccc4c(c3)OCO4)c(=S)[nH]c2c1 returned FadD28 binding -17, BioA inh 0.8, MazEF act 31, GDH-TPI counter 4, PrPC surface inh -10, BoNT F protease 0, Rv3671c protease -68, FBA Mtb inh -1 and UGM FP inh -0.7.

An excerpt from further up, as a working copy:
CSc1ncccc1C(=O)Nc1nc(C(C)(C)C)cs1 was read as FadD28 binding -0.3, BioA inh -1.2, MazEF act 4, GDH-TPI counter 11, PrPC surface inh 27*, BoNT F protease -2, Rv3671c protease -10, FBA Mtb inh 0 and UGM FP inh 0.2.
`O=[N+]([O-])c1ccc(Cc2nnc(-c3ccccc3Cl)o2)cc1` gave FadD28 binding -0.3, MazEF act -9, GDH-TPI counter -4, PrPC surface inh -4, BoNT F protease -12, Rv3671c protease 9, FBA Mtb inh 1 and UGM FP inh -1.3.
For O=C(O)CN(c1ccc(F)cc1)S(=O)(=O)c1ccc2c(c1)OCCO2 the results were FadD28 binding -1.6, BioA inh -0.9, MazEF act 2, GDH-TPI counter 7, PrPC surface inh 2, BoNT F protease -10, Rv3671c protease -11, FBA Mtb inh 1 and UGM FP inh 2.4.
For Cc1ccc(NC(=O)C(c2ccccc2)C2CCCC2)cc1 (stereo unspecified) the results were FadD28 binding -2.0, BioA inh -1.6, MazEF act -1, GDH-TPI counter 3, PrPC surface inh 4, BoNT F protease -4 and FBA Mtb inh -2.
`CSCCC(NC(=O)c1ccccc1)C(=O)NNC(=O)c1csc(N2CCOCC2)n1` (stereo unspecified) gave FadD28 binding -0.6, BioA inh -1.9, MazEF act 6, GDH-TPI counter 6, PrPC surface inh -12, BoNT F protease 3, Rv3671c protease 6, FBA Mtb inh 4 and UGM FP inh -2.7.
Nc1nc(SCc2ccccc2)sc1C(=O)N1CCCCC1 was read as FadD28 binding -1.4, BioA inh -0.4, MazEF act -6, GDH-TPI counter 22, PrPC surface inh -4, BoNT F protease -6 and FBA Mtb inh -2.
CC(=O)OCC1=C(C(=O)O)N2C(=O)C(NC(=O)C(C)Cn3cc(Cl)cn3)C2SC1 (stereo unspecified) was read as FadD28 binding -1.1, MazEF act -19, GDH-TPI counter 4, PrPC surface inh -4, BoNT F protease 2, Rv3671c protease 1, FBA Mtb inh 4 and UGM FP inh -7.6.
Screening CCN(CC)CCCNC(=O)c1ccc2c(=O)n(Cc3ccc4c(c3)OCO4)c(=S)[nH]c2c1 returned FadD28 binding -17, BioA inh 0.8, MazEF act 31, GDH-TPI counter 4, PrPC surface inh -10, BoNT F protease 0, Rv3671c protease -68, FBA Mtb inh -1 and UGM FP inh -0.7.

(next part)
`COc1ccc(NC(=O)c2cn(C)c(=O)c3cc(OC)c(OC)cc23)cc1OC` gave FadD28 binding 0.5, BioA inh 2.8, MazEF act 8, GDH-TPI counter 11, PrPC surface inh 11, BoNT F protease 2, Rv3671c protease 7, FBA Mtb inh 3 and UGM FP inh 0.6.
Screening CCc1ccc(NC(=O)COC(=O)c2ccc(Cl)c(S(=O)(=O)N3CCCCCC3)c2)cc1 returned FadD28 binding -0.6, MazEF act -29, GDH-TPI counter 7, PrPC surface inh 1, BoNT F protease -6, Rv3671c protease -109, FBA Mtb inh 2 and UGM FP inh 1.4.
`O=C(Nc1ccccc1N1CCOCC1)c1cc(Br)c(Br)s1` gave FadD28 binding 0.3, MazEF act -7, GDH-TPI counter -1, PrPC surface inh 4, BoNT F protease -8, Rv3671c protease -7, FBA Mtb inh 1 and UGM FP inh -0.3.
For Cc1ccc(NC(=S)Nc2ccccn2)c(C)c1 the results were FadD28 binding -2.2, MazEF act -1, GDH-TPI counter -1, PrPC surface inh 3, BoNT F protease 5, Rv3671c protease 3, FBA Mtb inh -1 and UGM FP inh 2.8.
For Cc1nn(-c2ccccc2)c(Cl)c1/C=N/Nc1nc2ccccc2n1C the results were FadD28 binding -0.6, MazEF act 1, GDH-TPI counter 20, PrPC surface inh -4, BoNT F protease -8, Rv3671c protease -2, FBA Mtb inh 2 and UGM FP inh 0.9.
Screening O=C(C1CCCN1S(=O)(=O)c1cccc2cccnc12)N1CCc2ccccc2C1 (stereo unspecified) returned FadD28 binding 0.8, BioA inh 0.5, MazEF act 7, GDH-TPI counter 5, PrPC surface inh 1, BoNT F protease -10, Rv3671c protease 7, FBA Mtb inh 2 and UGM FP inh -2.1.
